Bioassay records deposited in PubChem BioAssay by several laboratories.
NSD2 HMT inh: NSD2 (human) methyltransferase inhibition | inhibition, % at 12.5 µM | NSD2 peptide methylation, AlphaScreen, 120 min | hit rate 0.54% among 310,000 | AID 743445; in the data active means inhibition above about 50%
Target sequence (O96028 whole entry, looked up): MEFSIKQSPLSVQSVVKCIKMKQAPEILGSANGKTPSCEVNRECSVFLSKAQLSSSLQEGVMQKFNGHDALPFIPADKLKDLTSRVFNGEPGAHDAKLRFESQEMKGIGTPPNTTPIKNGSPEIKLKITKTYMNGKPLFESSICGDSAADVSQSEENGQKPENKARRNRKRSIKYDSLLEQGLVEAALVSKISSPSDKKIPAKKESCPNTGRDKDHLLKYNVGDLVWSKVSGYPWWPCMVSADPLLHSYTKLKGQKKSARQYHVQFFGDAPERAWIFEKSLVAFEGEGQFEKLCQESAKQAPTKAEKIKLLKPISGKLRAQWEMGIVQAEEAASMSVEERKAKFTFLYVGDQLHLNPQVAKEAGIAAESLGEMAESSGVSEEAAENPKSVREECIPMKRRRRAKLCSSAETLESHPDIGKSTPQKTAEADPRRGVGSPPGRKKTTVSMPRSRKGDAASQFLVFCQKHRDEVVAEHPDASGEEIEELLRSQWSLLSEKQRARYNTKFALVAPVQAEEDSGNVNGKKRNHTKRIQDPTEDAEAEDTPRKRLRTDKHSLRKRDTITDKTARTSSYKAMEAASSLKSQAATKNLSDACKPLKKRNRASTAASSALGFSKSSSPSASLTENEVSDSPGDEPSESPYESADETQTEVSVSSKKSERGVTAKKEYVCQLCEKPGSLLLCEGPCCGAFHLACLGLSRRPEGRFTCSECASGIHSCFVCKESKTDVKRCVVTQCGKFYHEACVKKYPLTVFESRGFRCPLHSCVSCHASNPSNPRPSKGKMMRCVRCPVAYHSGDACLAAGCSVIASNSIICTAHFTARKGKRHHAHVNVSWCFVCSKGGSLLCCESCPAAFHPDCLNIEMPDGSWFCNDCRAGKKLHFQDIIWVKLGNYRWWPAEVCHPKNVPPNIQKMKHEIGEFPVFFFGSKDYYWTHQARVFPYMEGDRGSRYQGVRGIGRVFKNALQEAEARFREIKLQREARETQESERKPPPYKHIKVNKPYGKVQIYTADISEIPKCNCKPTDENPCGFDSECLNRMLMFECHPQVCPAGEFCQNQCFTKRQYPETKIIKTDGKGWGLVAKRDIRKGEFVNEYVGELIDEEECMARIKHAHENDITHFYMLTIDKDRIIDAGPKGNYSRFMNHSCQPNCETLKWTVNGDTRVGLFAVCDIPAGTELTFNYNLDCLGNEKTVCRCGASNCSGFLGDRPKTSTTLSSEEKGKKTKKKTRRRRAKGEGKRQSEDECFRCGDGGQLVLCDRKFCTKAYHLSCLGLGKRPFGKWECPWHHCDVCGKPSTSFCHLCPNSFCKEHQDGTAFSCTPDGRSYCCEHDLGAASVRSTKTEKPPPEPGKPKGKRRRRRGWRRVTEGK
Arrestin-AP2 inh: blocks beta-arrestin peptide binding to AP2 adaptin | inhibition, % at 10 µM | hit rate 0.31% among 340,000 | FITC-arrestin peptide / GST-AP2 beads, flow cytometry; AP2 beta2 appendage carries R879A mutation;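 active means inhibition above a set limit, near 3 SD of compounds lacking own fluorescence, cut at about 54% in these data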;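 further: plate controls were DMSO wells for no effect and 5 µM unlabelled arrestin peptide for full effect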
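System: GST-AP2 R879A glutathione beads; medium: PBS, Tween 20 0.05%, BSA 0.1%; reagent: fluorescein-tagged arrestin peptide at 50 nM final; schedule: pre-incubation 12 min, peptide binding 1 h, room temperature; detection: flow cytometry, FL1 (488/535 nm); read-out: inhibition as reduced fluorescein signal on beads, percent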
An asterisk follows results filed as active. Not all compounds are listed (hit frequency here may not be typical).

Structure	NSD2 HMT inh	Arrestin-AP2 inh
Cc1cc(C)nc(-n2ncc3c2CC(C)CC3=O)n1 (stereo not drawn)	1	14
Cc1cc(C)n2c(SCc3ccc(Br)cc3)nnc2n1	-2	-3
CCN1C(=O)/C(=C/C2=Cc3ccccc3OC2C)SC1=S (stereo not drawn)	2	16
COc1ccc(C(=O)NNC(=S)NC(=O)c2ccc(F)cc2)cc1Br	0	1
CC(C)(C)NC(=S)N/N=C\c1ccc(-c2ccc([N+](=O)[O-])cc2)o1	-1	11
Cn1c(=O)[nH]c(=O)c2c1nc1n2CCCN1Cc1ccccc1	0	-5
CCOC(=O)C1(Cc2ccccc2)C(=O)N(CCCN(C)C)c2ccccc21 (stereo not drawn)	0	-10
CSc1sc(-c2ccnc(=S)[nH]2)c(-c2ccccc2)c1C#N	-1	12

More compounds follow:
Structure	NSD2 HMT inh	Arrestin-AP2 inh
CCCCCCCCn1c(=O)c(C(=O)OC)c(N)c2ccccc21	-1	-10
Cc1ccc(-c2nn(CC(=O)NN3CCOCC3)c(=O)c3ccccc23)cc1	-2	4
Clc1nc(-c2ccccc2)ncc1Oc1ccccc1	-7	43
O=C(NNC(=S)Nc1ccc(Cl)c(Cl)c1)c1cccc([N+](=O)[O-])c1	-15	20
CCCCOc1ccc(CSc2nc(C)[nH]c2[N+](=O)[O-])cc1[N+](=O)[O-]	4	-7
O=C(Nc1ccc(Cl)cc1)NC1CCCCNC1=O (stereo not drawn)	0	-3
C[n+]1c(-c2ccccc2)sc([S-])c1-c1ccccc1	1	11
Cn1c(SCC(=O)NC(=O)Nc2ccccc2)nnc1-c1ccncc1	-1	-8

The list continues:
Structure	NSD2 HMT inh	Arrestin-AP2 inh
CN1Cc2sc(NC(=S)NC(=O)c3ccccc3)c(C#N)c2CC1(C)C	6	13
Cc1ccc(C#N)c(SCc2ccccc2F)n1	60*	11
O=C(NN1C(=O)CSC1=S)c1cccnc1	20	40
O=C(NC1(O)C(=O)c2ccccc2C1=O)c1ccc(C(F)(F)F)cc1	108*	5
O=C(NCCCCNC(=O)c1c(Cl)cccc1Cl)c1c(Cl)cccc1Cl	2	-9
CCN(CC)CCOC(=O)c1ccc(N/C=C(/C#N)c2nc(-c3cccc(OC)c3)cs2)cc1	-1	10
CC(=O)Nc1ccc(-c2csc(N/N=C\c3ccncc3)n2)cc1	2	11
Cc1cccc(N2C(=O)/C(=C/c3ccccn3)SC2=S)c1	1	10

More entries.
Structure	NSD2 HMT inh	Arrestin-AP2 inh
COc1cc(/C=C(\NC(C)=O)C(=O)O)cc(OC)c1OC	0	16
O=C(Cn1cnc2ccccc2c1=O)NNC(=O)c1ccccc1	-3	10
Oc1cccc2c3c(oc12)CCCC3	33	4
O=C(NC(=S)NCc1ccccc1)c1ccc(Br)cc1	0	-3
COc1cccc(/C=N/NC(=O)Cn2cnc3c2c(=O)n(C)c(=O)n3C)c1OC	-2	20
COC(Cn1c2c(c3cc(C)ccc31)CCCC2NCc1ccccc1)OC (stereo not drawn)	12	46
Cc1cc(=O)oc2cc(OCCSCCN3CCCC3)ccc12	2	9
CN(C)CCCn1c(N)c(S(=O)(=O)c2ccccc2)c2nc3ccccc3nc21	3	-4

The list goes on; it opens with the four that closed the last part.
Structure	NSD2 HMT inh	Arrestin-AP2 inh
COc1cccc(/C=N/NC(=O)Cn2cnc3c2c(=O)n(C)c(=O)n3C)c1OC	-2	20
COC(Cn1c2c(c3cc(C)ccc31)CCCC2NCc1ccccc1)OC (stereo not drawn)	12	46
Cc1cc(=O)oc2cc(OCCSCCN3CCCC3)ccc12	2	9
CN(C)CCCn1c(N)c(S(=O)(=O)c2ccccc2)c2nc3ccccc3nc21	3	-4
NC(=O)C1(N2CCCCC2)CCN(S(=O)(=O)c2cc(Cl)sc2Cl)CC1	13	-12
CCCc1nnc(NC(=O)c2cn(CC)c3cc(N4CCN(C)CC4)c(F)cc3c2=O)s1	0	11
CC(=O)N(C)c1ccc(NC(=O)Nc2ccc(Cl)cc2)cc1	-2	-12
CCn1cc(C(=O)NCc2ccncc2)c(=O)c2cc(F)c(N3CCN(C(=O)c4ccco4)CC3)cc21	-6	6
CCc1nc2sc(C(C)=O)c(N)c2c2c1CCCC2	-13	-2
CCOC(=O)c1cnc(-n2nc(C)cc2C)nc1Oc1ccccc1F	0	15
Cc1ccc(-c2cn3nc(-c4ccccc4)c(-c4ccccc4)nc3n2)cc1	-11	34
Fc1cccc(CSc2nc3ncc(Cl)cc3[nH]2)c1	-3	24

Ordered by length of the SMILES (rising): 3 of the compounds above
Structure	NSD2 HMT inh	Arrestin-AP2 inh
CCc1nc2sc(C(C)=O)c(N)c2c2c1CCCC2	-13	-2
Fc1cccc(CSc2nc3ncc(Cl)cc3[nH]2)c1	-3	24
Cc1ccc(-c2cn3nc(-c4ccccc4)c(-c4ccccc4)nc3n2)cc1	-11	34

Other entries:
Structure	NSD2 HMT inh	Arrestin-AP2 inh
CCC12CSc3nc(Cl)ccc3N1C(=O)C(=O)N2C (stereo not drawn)	-2	-3
O=C(N/N=C/c1ccco1)C1(O)c2ccccc2-c2ccccc21	-3	-4
S=c1[nH]cnc2scc(-c3ccc(Cl)cc3)c12	2	1
O=C(c1cccs1)c1c[nH]cc1-c1ccccc1	-3	1
O=C(Nc1ccc(S(=O)(=O)Nc2cnc3ccccc3n2)cc1)c1ccc(Cl)cc1Cl	13	9
CC(=O)c1ccc(N2CCN(S(=O)(=O)c3cccc4nonc34)CC2)cc1	0	3
CCCn1c(C)c(C(=O)OCC)c(O)c(-c2ccccc2)c1=O	-2	0
CCC1S/C(=N/N=C/c2ccco2)N(Cc2ccccc2)C1=O (stereo not drawn)	1	-17

(continued)
Structure	NSD2 HMT inh	Arrestin-AP2 inh
COc1ccc(C(=O)CC(=O)c2ccccc2)cc1	-7	-14
Cc1oc(-c2ccccc2)cc1C(=O)NC1CCN(Cc2ccccc2)CC1	0	-5
CN1CCc2c(C#N)c(N3CCOCC3)nc(NCC3CCCO3)c2C1 (stereo not drawn)	21	-13
CCOC(=O)c1ccc(-c2ccc(/C=N/NC(=O)c3cncc(Br)c3)o2)cc1	-1	8
CC12CCC(C(=O)Nc3ccc(Cl)cc3)([C@H](Br)C1=O)C2(C)C (stereo partly drawn)	-4	-4
O=C1C=C(N2CCCCC2)c2ccccc2C1=O	114*	12
COc1cccc(-c2csc(NC3OC(=O)c4c3ccc(OC)c4OC)n2)c1 (stereo not drawn)	2	-6
Nc1nc(Nc2ccccc2F)nc(NCCO)c1[N+](=O)[O-]	60*	43

(further entries)
Structure	NSD2 HMT inh	Arrestin-AP2 inh
Cn1c(=O)[nH]c(=O)c2c1nc(N/N=C/c1cccnc1)n2Cc1ccc(Cl)cc1	0	43
C=CCC1(C#N)C(=S)NC(C)=C(C(=O)OCC)C1c1ccccc1 (stereo not drawn)	2	4
COc1ccccc1-c1ccc(/C=N/O)o1	1	9
COC(=O)C1=C(C)Nc2nc3ccccc3n2C1c1cc(OC)c(OC)c(OC)c1 (stereo not drawn)	3	7
COc1ccc(C(=O)NC(=S)NNC(=O)c2cccc(C)c2)cc1	-2	3
Cc1nc2nc(SCC(=O)c3ccccc3)[nH]c2cc1Br	-2	19
Cc1oc(-c2ccc(Cl)cc2)cc1C(=O)NC1CCN(Cc2ccccc2)CC1	1	39
CC(=O)N=c1c(C#N)cc2c(=O)n3cccc(C)c3nc2n1Cc1ccco1	1	2

Next records
Structure	NSD2 HMT inh	Arrestin-AP2 inh
Cc1cc(C)cc(OCC(=O)O/N=C(\N)c2cccnc2)c1	-4	14
O=C(C[n+]1ccc2c(c1)nnn2-c1ccccc1)c1ccc(Cl)cc1	11	32
Cn1nc(-c2ccc(Cl)cc2)cc1NC(=O)CSCC(=O)O	0	-21
COc1cc(/C=N/NC(=O)c2cccc(C)c2)ccc1OCC(=O)Nc1ccccc1	0	7
Cc1cc(C(F)(F)F)nc2c(Cl)c(C(C)(C)C)nn12	5	35
CCCCn1cnc2c(c(-c3ccccc3)c(-c3ccccc3)n2Cc2ccco2)c1=N	26	36
Cn1c(=O)c2c([nH]c(=O)n2C)n(Cc2ccccc2)c1=O	1	9
COc1ccc(Nc2oc(-c3ccc(F)cc3)nc2C#N)cc1	-1	24

(next part)
Structure	NSD2 HMT inh	Arrestin-AP2 inh
O=C(c1ccccn1)c1ccc2ccccc2n1	-1	13
O=C(Cn1nc(-c2ccc(Cl)cc2)c2ccccc2c1=O)NN1CCOCC1	-1	0
COc1ccc(OC)c(Nc2nc(NCc3ccco3)nc(N)c2[N+](=O)[O-])c1	-1	13
Cc1ccc(/C=N/NC(=O)c2n[nH]c3c2CCCC3)cc1	-1	-9
Nc1nc(CCl)nc(N(c2ccccc2)c2ccccc2)n1	2	1
O=C(NCc1cccs1)c1cccnc1SCCS(=O)(=O)c1ccc(C(F)(F)F)cn1	0	39
Cn1c(N)nc2ccccc2c1=O	-1	1
Cc1ccc(-c2noc(-c3cc(C(C)(C)C)nn3Cc3ccccc3)n2)cc1	-3	42

Carrying on:
Structure	NSD2 HMT inh	Arrestin-AP2 inh
CC(=O)Oc1ccc2occ(C(=O)c3ccccc3)c2c1	-1	3
Nc1n[nH]c(C2CC2)c1N=Nc1ccc(Cl)cc1	3	19
Cc1ccc(S(=O)(=O)/C(C#N)=C/c2c(N3CCOCC3)nc3c(C)cccn3c2=O)cc1	17	-2
CC1(C)SC(=S)N(c2ccccc2)C1/[N+]([O-])=C/c1cccc([N+](=O)[O-])c1 (stereo not drawn)	0	7
CC(=O)n1cc(N(C(=O)CCl)c2ccc(Cl)cc2)c2ccccc21	0	-1
O=C(CCN1C(=O)/C(=C\c2ccccc2)SC1=S)NNC(=O)c1ccncc1	1	-17
CCOC(=O)CN(C)S(=O)(=O)c1ccc(-c2cc(C(=O)OC)sc2C(F)(F)F)cc1	0	-11
Cc1cc(/C=C2\SC(=S)NC2=O)c(C)n1-c1ccccc1	31	27

More records
Structure	NSD2 HMT inh	Arrestin-AP2 inh
Cc1ccc2c(c1)C1(OCCCO1)C(=O)N2CC(=O)NN	-2	5
COc1ccc(OC(=O)COc2ccccc2C)cc1	14	1
O=C1NC(=S)N/C1=C\C=C\c1ccccc1	1	6
Cc1occc1C(=O)O/N=C(\N)c1ccccc1	-1	13
CC1(NC(=O)Nc2ccccc2)CCS(=O)(=O)C1 (stereo not drawn)	1	2
CC(=O)c1sc2nc(-c3ccco3)ccc2c1N	-1	25
CN(C(=O)c1ccc(-c2ccccc2)cc1)C1CCCCC1	0	16
O=C1/C(=C/c2cccs2)SC(=S)N1C1CCS(=O)(=O)C1 (stereo not drawn)	-1	-9

Next results:
Structure	NSD2 HMT inh	Arrestin-AP2 inh
COc1ccccc1Nc1nc(NCc2ccco2)c2ccccc2n1	-2	7
CNC(=O)Cn1c(C)cc(=O)c2cccc(C)c21	0	-7
N#C/C(=C\c1c(N2CCOCC2)nc2ccccn2c1=O)C(=O)NC1CCS(=O)(=O)C1 (stereo not drawn)	-1	-1
Cc1ccc(-n2nnnc2-c2ccccc2Br)cc1	-3	-14
CSCCC(NC(=O)/C(=C/c1ccco1)NC(=O)c1ccco1)C(=O)O (stereo not drawn)	1	2
Cc1nc(C)c(C(=O)O)c(-c2ccsc2)c1C(=O)O	1	-10
COc1ccc(NC(=O)c2ccc(COc3ccccc3Br)o2)c(OC)c1	-3	-9
O=C1CC(C(=O)NCCc2ccccc2)SC(=Nc2ccccc2)N1 (stereo not drawn)	-2	12

Shown as labelled records: 2 of the compounds above
SMILES: COc1ccccc1Nc1nc(NCc2ccco2)c2ccccc2n1
- NSD2 HMT inh: -2
- Arrestin-AP2 inh: 7

SMILES: CNC(=O)Cn1c(C)cc(=O)c2cccc(C)c21
- NSD2 HMT inh: 0
- Arrestin-AP2 inh: -7

(list continues)
Structure	NSD2 HMT inh	Arrestin-AP2 inh
CC1CN=C(N(C(=S)Nc2ccccc2)c2cccc(C(F)(F)F)c2)S1 (stereo not drawn)	-3	10
O=C(O)/C=C/C(=O)NCC1CCC(CNC(=O)/C=C/C(=O)O)CC1 (stereo not drawn)	0	5
O=C(NCCCCc1ccccc1)c1ccccc1Br	28	0
CC(=O)Nc1ccc2nsnc2c1	-1	-21
O=S(=O)(c1ccc(-c2ccccn2)s1)N1CCC2(CC1)OCCO2	5	-5
Cc1cc(C)nc(NC(=O)c2c(F)c(F)c(F)c(C(=O)Nc3cc(C)cc(C)n3)c2F)c1	0	-3
CCOC(=O)C(C)Sc1nc(N2CCOCC2)c2c(c1C#N)CC(C)(C)OC2 (stereo not drawn)	-3	-5
CN(C)c1cc(-c2ccc(Br)cc2)oc(=O)c1Cl	0	-14

More compounds follow.
Structure	NSD2 HMT inh	Arrestin-AP2 inh
Fc1ccc(-c2cc(C(F)(F)C(F)F)[nH]n2)cc1	8	-6
CC(C)Oc1ccc(C2CC(=O)N(c3cccc(Br)c3)C2=O)cc1 (stereo not drawn)	1	-5
CCCOc1ccc(N2C(=O)C/C(=C\c3ccccc3)C2=O)cc1	0	4
Cc1cc(C)n2cnnc2n1	-1	7
Nc1cc(-c2ccc(OC(F)(F)F)cc2)nn1-c1ccc(Cl)c(Cl)c1	2	17
CC(C)(C)C(=O)CSc1ncnc2c1cnn2-c1ccccc1	-7	-6
